HIV peptide binding – inhibitors of HIV fusion peptide binding, primary screen, biochemical, uHTS, fluorescence dequenching (AID 1986). cell-free peptide binding, fluorescence dequenching, 30 min; higher % means a stronger effect. inhibition, % at 20 µM; hits with a dose series show IC50 in µM. 290,000 tested, 0.3% active; in the data active means inhibition mostly above about 52%, no sharp cut-off; inactive means mostly below about 76%; further: some results filed as inactive read as strong as hits
NOD1 NF-kB reporter – inhibition of NOD1-driven NF-kB reporter – cell-based, luminescence, uHTS, primary screen (AID 1578). NOD1-driven NF-kB luciferase reporter cells, luminescence; higher % means a stronger effect. inhibition, % at 4 µM, or EC50 in µM where a hit was titrated. 290,000 tested, 1% active; in the data active means inhibition mostly above about 36%, no sharp cut-off; inactive means mostly below about 34%;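 further: HEK-293T reporter cells stimulated with the NOD1 agonist gamma-tri-DAP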
Large T inhibition – SV40 large T antigen inhibitors, biochemical (AID 1903); SV40 large T antigen ATPase/helicase inhibition assay; higher % means a stronger effect; inhibition, % at 20 µM, or IC50 in µM where a hit was titrated; 310,000 tested, 0.39% active; in the data active means a potency from the dose series; further: strong numbers were not always called active
NOD2 inhibition – NOD2 signaling inhibitors, cell-based, luminescence, uHTS, HEK293 (AID 1566) | HEK293 NOD2/NF-kB luciferase reporter, luminescence; higher % means a stronger effect | one-dose inhibition, % at 4 µM; EC50 in µM for titrated hits | 290,000 tested, 0.63% active; further: many of its hits are not listed in these tables
MgcRacGAP inhibition – MgcRacGAP GTPase-activating activity inhibitors, confirmation, biochemical, ADP Hunter fluorescence. MgcRacGAP-stimulated Rac1 GTP hydrolysis, ADP Hunter fluorescence; higher % means a stronger effect; GST-tagged Rac1 F28L mutant substrate. AID 624330. 340,000 tested, 0.6% active. one-dose inhibition, % at 30 µM; IC50 in µM for titrated hits;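 active means first-screen hits whose inhibition reached a set limit at any dose in the follow-up dose series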;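 further: fluorescence reports GDP produced by GAP-driven GTP hydrolysis; strong numbers were not always called active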
KOR beta-arrestin-1 – KOR antagonists, beta-arrestin recruitment, cell-based, luminescence, uHTS (AID 1778). one-dose inhibition, % at 10 µM; IC50 in µM for titrated hits. KOR beta-arrestin recruitment, luminescence, antagonist mode; higher % means a stronger effect. 290,000 tested, 0.091% active; further: strong numbers were not always called active
GPR55 activation – GPR55 agonists via beta-arrestin recruitment, primary screen, imaging, U2OS cells, beta-arrestin-GFP redistribution (AID 1961) | 290,000 tested, 0.048% active | activation, % at 10 µM, or EC50 in µM where a hit was titrated | U2OS GPR55 beta-arrestin-GFP redistribution imaging; higher % means a stronger effect;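 active means activation above 40% with more than 50 cells counted in the well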;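 further: U2OS osteosarcoma cells stably expressing GPR55 and beta-arrestin-GFP; plate controls were DMSO negative control for no effect and LPI positive control for full effect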
GPR55 LPI antagonism – inhibition of LPI-stimulated GPR55 beta-arrestin translocation – imaging, U2OS, beta-arrestin-GFP, LPI agonist, primary screen (AID 2013); U2OS GPR55 beta-arrestin-GFP translocation imaging, LPI antagonism; higher % means a stronger effect; 290,000 tested, 0.13% active; inhibition, % at 10 µM; hits with a dose series show IC50 in µM;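 active means spots per cell inhibited over 60%, with over 100 cells counted and total cytoplasm intensity under 500,000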;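 further: U2OS cells stably carrying GPR55 and arrestin-GFP stimulated by 5 µM LPI near EC80; imaged beta-arrestin-GFP aggregate spots per cell after agonist stimulation; plate controls were LPI-stimulated DMSO wells for no effect and DMSO wells without LPI for full effect; some results filed as inactive read as strong as hits; confirmed hits need IC50 under 10 µM and bright autofluorescent wells are also inconclusive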
KOR beta-arrestin-2 – KOR agonists, beta-arrestin recruitment, primary screen, cell-based, luminescence, uHTS (AID 1777); KOR beta-arrestin recruitment, luminescence; higher % means a stronger effect; activation, % at 10 µM; hits with a dose series show EC50 in µM; 280,000 tested, 0.02% active; in the data active means activation above about 50%, passing the limit was not always enough; further: a part of the inactive calls stands beside numbers as strong as those of hits
Active calls of the source: *; nt = not tested or not shown; [ ] = another dose, or the depositor's remark. Unless noted, no stated cut-off is given here; in the data, active means inhibition above about 50%; inactive means the rest. The list is partial (hit frequency here may not be typical).

SMILES | HIV peptide binding | NOD1 NF-kB reporter | Large T inhibition | NOD2 inhibition | MgcRacGAP inhibition | KOR beta-arrestin-1 | GPR55 activation | GPR55 LPI antagonism | KOR beta-arrestin-2
CC1(C)Oc2ccc(NC(=O)C3COc4ccccc4O3)cc2O1 (stereo not drawn) | -0.4% | 1% | 0% | -184% | 6% | -10% | -0.1% | 2% | 2.3%
Cc1ccc(S(=O)(=O)N(CC(=O)Nc2cccc(N(C)S(C)(=O)=O)c2)c2ccc(Cl)c(Cl)c2)cc1 | 0.2% | -17% | -3% | -47% | -4% | 18% | 0.4% | -1% | -3.0%
O=[N+]([O-])c1cnc(Nc2ccccc2)nc1Nc1ccccc1 | 1.1% | 5% | 19% | 8% | 1% | -9% | -0.2% | -1% | 1.0%
CC(C)CNC(=O)N1c2ccccc2Sc2ccccc21 | 0.3% | -8% | 8% | 9% | 11% | 20% | 0.2% | 12% | -1.5%
CCOC(=O)C1=C(O)/C(=C/c2cc(OC)c(OC)c(OC)c2)N=C1C | 1.1% | 8% | 3% | -7% | 3% | -6% | 0.0% | 5% | 0.3%
O=C(c1ccc2c(c1)N(Cc1ccc(F)cc1)C(=O)c1ccccc1S2(=O)=O)N1CCN(c2ccccn2)CC1 | 0.1% | -44% | 12% | -16% | 1% | 24% | -0.6% | -7% | -1.7%
COc1ccccc1C(=O)Nc1ccccc1C(=O)N1CCCC1 | 0.5% | -17% | 3% | -1% | 2% | 14% | -0.2% | 0% | -3.0%
CCC1CSC(Nc2ccc(C(=O)/C=C/c3ccc(Oc4ccccc4)cc3)cc2)=N1 (stereo not drawn) | 1.2% | 23% | 6% | -16% | 10% | 29% | -0.1% | 7% | 10%
CC(C)(C)OC(=O)N[C@@H](Cc1ccccc1)C(=O)NCC1CCC(C(=O)N[C@@H](CCC(N)=O)C(=O)O)CC1 (stereo partly drawn) | -1.5% | -1% | 8% | 10% | -5% | 21% | 0.0% | -6% | -0.9%
Cc1csc(SCC(=O)Nc2sccc2C(N)=O)n1 | -0.9% | -50% | 1% | -16% | -1% | -19% | 0.0% | 2% | -0.8%
COc1cc(/C=N/NC(=O)c2ccc(N3CCCC3=O)cc2)ccc1O | -0.7% | -20% | 36% | 2% | 31µM* | -7% | 0.3% | 5% | -1.6%
CCC(=O)N(Cc1ccccc1)c1ccccn1 | 2.2% | -18% | 9% | 4% | 5% | -40% | -0.1% | -7% | -1.1%
O=C(NCCCO)c1ccc2nc(-c3ccco3)c(-c3ccco3)nc2c1 | 37% | -14% | 20% | 2% | 25% | 9% | -0.2% | -3% | -4.4%
Cc1cnc([N+](=O)[O-])n1CCOC(=O)NC(=O)c1ccccc1Cl | -0.8% | -21% | -4% | -7% | 1% | 5% | 0.6% | 12% | -2.4%
O=C(CCN1C(=O)c2ccccc2C1=O)Nc1ccccn1 | -0.9% | -13% | 1% | 11% | 11% | -36% | -0.1% | 8% | -1.4%
Cc1ccc(S(=O)(=O)N2CCN=C2SCc2ccccc2)cc1 | -1.9% | -2% | 6% | -22% | 11% | -46% | 0.5% | -10% | 0.0%
O=c1cc(-c2ccccc2)c2cc(Cl)ccc2[nH]1 | -0.9% | 7% | 4% | 34% | 3% | 27% | -0.1% | 8% | -2.9%
Cc1cc(=O)n2nc(N3CCCC3C(=O)NCc3ccccn3)sc2n1 (stereo not drawn) | -2.5% | -12% | 7% | 12% | 5% | -10% | -0.1% | -1% | 13%
COc1cccc(-n2nnnc2SCC(=O)N2CCCc3ccccc32)c1 | 1.2% | 7% | 5% | 18% | 7% | -40% | -0.3% | 9% | -4.5%
c1ccc(-c2noc(CN3CCN(c4ccccc4)CC3)n2)cc1 | 0.4% | -6% | 9% | -14% | 7% | -10% | 0.3% | -9% | 0.6%
COc1ccc(CC(=O)NNS(=O)(=O)c2ccccc2[N+](=O)[O-])cc1OC | 3.4% | -9% | 26% | -15% | 1% | -34% | 0.0% | 4% | 2.3%
COc1cccc(OCc2cc(C(=O)NCc3ccc4c(c3)OCO4)no2)c1 | -2.5% | -60% | 13% | -41% | 9% | -15% | 0.2% | 9% | -1.6%
COc1cccc(NC(=O)CN(c2cccc(C(F)(F)F)c2)S(C)(=O)=O)c1 | -3.7% | 0% | 0% | 17% | 8% | -38% | 0.4% | -4% | -4.0%
NS(=O)(=O)c1ccc(CCNC(=O)C(=O)NCC2OCCN2S(=O)(=O)c2cccs2)cc1 (stereo not drawn) | -1.7% | -12% | 17% | 1% | 11% | -23% | -0.2% | 4% | 3.9%
COc1ccc(C2=NNC(c3cccnc3)=Nc3ccccc32)cc1 | 0.1% | 17% | 22% | 10% | 11% | -28%[20 µM] | -0.1% | 6% | nt
O=C(c1ccc(Cl)c([N+](=O)[O-])c1)N(Cc1ccccc1)C1CCS(=O)(=O)C1 (stereo not drawn) | 1.2% | -17% | 15% | 18% | 2% | 36% | 0.6% | 14% | -2.1%
O=C(Nc1cccc(Br)c1)c1ccc(CSc2ccccc2)cc1 | -0.8% | -10% | 13% | -33% | 2% | -23% | -2.3% | -3% | 7.2%
CCC(=O)c1ccc(OCC(O)CNC(C)c2ccccc2)cc1 (stereo not drawn) | -2.0% | -8% | 2% | 6% | 6% | -20% | 1.0% | 2% | -7.8%
CCOC(=O)C1(Cc2cccc(OC)c2)CCCN(C(=O)c2cc(C)[nH]n2)C1 (stereo not drawn) | -1.4% | -49% | -4% | -82% | 7% | -6%[20 µM] | -0.1% | 9% | nt
COc1ccc(C2(C#N)CCC(=O)N2c2ccccc2)cc1 (stereo not drawn) | 0.9% | -2% | 13% | 18% | -6% | 10% | -0.1% | 9% | -3.3%

Quoted at random: 4 entries already listed.
SMILES | HIV peptide binding | NOD1 NF-kB reporter | Large T inhibition | NOD2 inhibition | MgcRacGAP inhibition | KOR beta-arrestin-1 | GPR55 activation | GPR55 LPI antagonism | KOR beta-arrestin-2
NS(=O)(=O)c1ccc(CCNC(=O)C(=O)NCC2OCCN2S(=O)(=O)c2cccs2)cc1 (stereo not drawn) | -1.7% | -12% | 17% | 1% | 11% | -23% | -0.2% | 4% | 3.9%
COc1ccc(C2=NNC(c3cccnc3)=Nc3ccccc32)cc1 | 0.1% | 17% | 22% | 10% | 11% | -28%[20 µM] | -0.1% | 6% | nt
O=C(Nc1cccc(Br)c1)c1ccc(CSc2ccccc2)cc1 | -0.8% | -10% | 13% | -33% | 2% | -23% | -2.3% | -3% | 7.2%
O=[N+]([O-])c1cnc(Nc2ccccc2)nc1Nc1ccccc1 | 1.1% | 5% | 19% | 8% | 1% | -9% | -0.2% | -1% | 1.0%

Other results.
SMILES | HIV peptide binding | NOD1 NF-kB reporter | Large T inhibition | NOD2 inhibition | MgcRacGAP inhibition | KOR beta-arrestin-1 | GPR55 activation | GPR55 LPI antagonism | KOR beta-arrestin-2
COC(=O)c1sccc1NC(=O)c1cc(C)on1 | 0.4% | -9% | 9% | -7% | 6% | 9% | 0.0% | -1% | 0.1%
O=C(/C=C/c1ccco1)N1CCN(S(=O)(=O)c2ccc(F)c(F)c2F)CC1 | 6.4% | -4% | 30% | 29% | 1% | 24% | -0.4% | -7% | -1.8%
CCOc1ccc(S(=O)(=O)N2CCC(C(=O)N3CCN(C)CC3)CC2)cc1Cl | 0.6% | -12% | 7% | 13% | -18% | -8% | 0.0% | -16% | 0.6%
O=C(NCCCN1CCN(c2cccc(Cl)c2)CC1)C1(S(=O)(=O)c2ccc(Cl)cc2)CC1 | -0.5% | 5% | 17% | -26% | 5% | 7% | -0.1% | 1% | -3.0%
Cc1cc2c(cc1S(=O)(=O)CCC(=O)N(C)C1CCCCC1)OCC(=O)N2 | -0.6% | 40% | 2% | 19% | 6% | -17%[20 µM] | -0.1% | -2% | -7.1%
O=C(Nc1cccc(C(F)(F)F)c1)c1ccccc1NC(=O)C1CCCCC1 | 0.9% | -4% | 8% | 13% | 0% | 15% | -0.3% | 12% | 12%
CCOC(=O)C(=O)Nc1sc(C(=O)N(CC)CC)c(C)c1C#N | -0.5% | -21% | nt | 10% | -1% | 11%[20 µM] | 0.1% | 3% | -2.9%
COc1ccccc1CNC(=O)c1ccccc1OC | 3.5% | -30% | 2% | 9% | 1% | -7% | -0.1% | -4% | 5.0%
CCOC(=O)c1cnc2c(C)cccc2c1Nc1ccc(N2CCOCC2)cc1 | 0.3% | 2% | 27% | -21% | nt | 8% | -0.3% | 4% | -2.2%
Cc1ccc(C)c(N2CCN(S(=O)(=O)c3csc(C(N)=O)c3)CC2)c1 | 1.4% | 27% | -6% | 38% | 10% | -64% | 0.6% | -18% | 3.1%
CSC1=N/C(=C\c2ccccc2C)C(=O)S1 | -0.7% | 21% | 1% | 11% | 7% | -41% | -0.4% | 7% | 4.8%
CNC(=O)CSc1nnc(NC(=O)C2CC(=O)N(c3ccccc3OC)C2)s1 (stereo not drawn) | 2.2% | -11% | 24% | -16% | 1% | 34% | 0.2% | 1% | -2.9%
C1CN(c2nc3nonc3nc2N2CCOCC2)CCO1 | -0.2% | -7% | nt | 2% | nt | 3% | -0.3% | -11% | 6.2%
O=C(CCC(=O)N1CCCC1)N1CCCC1 | -0.5% | -27% | -8% | -6% | 5% | -6% | -0.2% | 17% | -3.7%
CC1=CCn2c(=O)c3ccccc3c(=O)n2C1 | 0.7% | 2% | 6% | 23% | 17% | 20% | 0.4% | 16% | -0.6%
O=S(=O)(c1cccc(NC(=S)N2CCN(c3ccccc3)CC2)c1)C(F)F | -2.8% | -16% | 27% | 4% | 4% | 14% | -0.6% | -7% | -1.7%
CCC(C(=O)NCCc1ccco1)n1nc(C)c2c(C)n(-c3ccccc3)nc2c1=O (stereo not drawn) | 1.3% | -11% | 20% | 10% | 6% | -10% | -0.1% | 0% | -3.1%
COc1ccc(Cc2noc(COc3ccc(Cl)cc3)n2)cc1 | -0.8% | 3% | -3% | 18% | 10% | 7% | 0.2% | -1% | -1.5%
Cc1ccc(N(CC(=O)N2CCOCC2)S(=O)(=O)c2ccccc2)cc1 | 0.5% | 25% | -1% | 27% | -3% | 12% | -0.1% | nt | -3.6%
Cc1nnc(SCC(=O)NC2CCCCC2C)s1 (stereo not drawn) | -0.9% | -13% | nt | 3% | 10% | -4%[20 µM] | 0.2% | -3% | nt
COc1cccc(OC)c1OCc1cc(C2C3CCCC=C3C(C#N)=C(N)C2(C#N)C#N)c(C)cc1C (stereo not drawn) | 24% | 4% | 8% | 3% | 7% | -40% | 0.3% | -5% | 2.1%
O=C(COc1ccc(S(=O)(=O)NCc2ccccc2)cc1Cl)N1CCOCC1 | -0.4% | nt | 0% | -2% | 4% | 19% | -0.1% | 7% | -0.9%
COc1ccc(-c2noc(C3CCCN(S(=O)(=O)c4cccc(Cl)c4)C3)n2)cc1OC (stereo not drawn) | -1.4% | 10% | 18% | 7% | 2% | 15% | 0.0% | -6% | 1.4%
COc1cc(C2NC(=O)C(C#N)=C(S)N2c2ccc(C)cc2)ccc1OC(C)C (stereo not drawn) | -2.1% | 23% | 24% | -6% | 58% | 20% | 0.0% | -9% | -4.2%
CCC(=O)N1CCN(c2ccc(NC(=O)c3ccco3)cc2)CC1 | -1.1% | -24% | 8% | -8% | 11% | -2% | 0.0% | -4% | 0.2%

Screening data deposited in PubChem by several laboratories.
